Screens (PubChem)
M5 ag – human M5 muscarinic receptor agonists, primary screen, CHO-K1 cells, Fluo-8 calcium fluorescence; Muscarinic acetylcholine receptor M5 (Homo sapiens), P08912; CHO-K1 hM5 cells; 0% DMSO wells, 100% maximal acetylcholine response; activation, % at 3 µM; 360,000 tested, 0.19% active; AID 624037, 2012;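 active means activation above the run's mean over test compounds plus 3 SD, cut at about 23% in these data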;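 further: signal is peak over basal fluorescence ratio across the kinetic read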
Target sequence (P08912 whole entry, looked up): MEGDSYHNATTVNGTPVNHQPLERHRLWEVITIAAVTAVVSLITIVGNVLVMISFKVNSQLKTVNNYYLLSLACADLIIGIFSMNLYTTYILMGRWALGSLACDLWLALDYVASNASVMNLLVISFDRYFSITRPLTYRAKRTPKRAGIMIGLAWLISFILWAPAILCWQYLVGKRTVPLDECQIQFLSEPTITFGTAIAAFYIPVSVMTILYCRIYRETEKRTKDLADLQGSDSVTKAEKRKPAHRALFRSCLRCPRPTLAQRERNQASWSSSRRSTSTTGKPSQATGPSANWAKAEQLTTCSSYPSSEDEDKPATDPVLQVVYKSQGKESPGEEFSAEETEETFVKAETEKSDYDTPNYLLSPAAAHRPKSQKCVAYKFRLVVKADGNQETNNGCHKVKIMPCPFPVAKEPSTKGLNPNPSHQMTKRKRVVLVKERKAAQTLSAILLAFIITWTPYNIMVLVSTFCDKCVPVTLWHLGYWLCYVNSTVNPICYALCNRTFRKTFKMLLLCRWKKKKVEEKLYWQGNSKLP
M1 ag parental – counter-screen for M1 agonists: effect in parental CHO-K1 cells. Fluo-8 calcium fluorescence; scaled to maximal ATP response, vehicle zero. activation, % at 3 µM. 360,000 tested, 0.48% active; in the data active means activation above about 15%;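 further: untransfected CHO-K1 host cells lacking M1 receptor as counterscreen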
M4 ag – human M4 muscarinic receptor agonists, primary screen, CHO-K1 cells, Fluo-8 calcium fluorescence. Muscarinic acetylcholine receptor M4 (Homo sapiens), P08173. CHO-K1 hM4/Gqi5; vehicle 0%, full acetylcholine response 100%. activation, % at 3 µM. 360,000 tested, 0.14% active. AID 624127, 2012;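 active means activation above the run mean over all test wells plus 3 SD, cut at about 32% in these data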;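 further: peak over basal fluorescence ratio per well then scaled between controls; 0% = DMSO wells and 100% = acetylcholine at EC100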
Target sequence (P08173 whole entry, looked up): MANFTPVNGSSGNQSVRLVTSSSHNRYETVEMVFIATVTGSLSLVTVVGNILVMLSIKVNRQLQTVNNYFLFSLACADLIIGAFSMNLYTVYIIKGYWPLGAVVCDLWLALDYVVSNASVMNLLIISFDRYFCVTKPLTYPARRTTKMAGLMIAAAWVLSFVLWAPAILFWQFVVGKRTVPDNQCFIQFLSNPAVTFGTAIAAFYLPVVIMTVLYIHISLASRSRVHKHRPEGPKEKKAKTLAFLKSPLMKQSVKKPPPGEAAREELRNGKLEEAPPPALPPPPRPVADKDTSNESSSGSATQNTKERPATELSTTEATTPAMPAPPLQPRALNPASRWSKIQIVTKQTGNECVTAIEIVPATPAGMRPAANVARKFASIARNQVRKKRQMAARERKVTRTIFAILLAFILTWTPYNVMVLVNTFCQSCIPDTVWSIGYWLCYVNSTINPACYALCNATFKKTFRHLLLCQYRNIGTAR
CHRM5 PAM – human M5 muscarinic receptor positive allosteric modulators, primary screen, CHO-K1 cells, Fluo-8 calcium fluorescence | Muscarinic acetylcholine receptor M5 (Homo sapiens), P08912 | activation, % at 3 µM | 360,000 tested, 0.3% active | CHO-K1 hM5, ACh EC20 PAM; 0% = ACh EC20, 100% = ACh EC100;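 active means activation above the run cutoff, the mean activation of all test compounds plus 3 SD, cut at about 18% in these data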
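Measured by: Fluo-8 calcium fluorescence; material: human M5 receptor in CHO-K1 cells; schedule: Post-acetylcholine fluorescence recording 140 s; benchmarks: low control EC20 acetylcholine (0%), high control EC100 acetylcholine (100%); read-out: Max/basal fluorescence ratio as % of EC20–EC100 ACh window; compound: single dose, 3 µM nominal final test concentration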
M1 PAM parental – nonselective calcium activators in parental CHO-K1 cells, primary screen, counter-screen for M1 PAM project, cell-based, Fluo-8 calcium fluorescence, full deck, 1536-well; ATP EC20; 0% at ATP EC20, 100% at ATP max; activation, % at 3 µM; 360,000 tested, 0.02% active; AID 602247, 2012;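 active means activation above the run cutoff, the mean activation of all test compounds plus 3 SD, cut at about 40% in these data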;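 further: peak over basal fluorescence ratio in a 140 s read after ATP addition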
M4 antag – human M4 muscarinic receptor antagonists, primary screen, CHO cells, Fluo-8 calcium fluorescence. inhibition, % at 3 µM. 360,000 tested, 0.73% active. CHO-hM4 cells, ACh EC80;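 active means inhibition above its plate's cutoff, the mean inhibition of sample wells plus 3 SD, cut at about 27% in these data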;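 further: 0% = acetylcholine EC80 with DMSO and 100% = DMSO without agonist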
CHRM5 antagonist – human M5 muscarinic receptor antagonists, primary screen, CHO cells, Fluo-8 calcium fluorescence. Muscarinic acetylcholine receptor M5 (Homo sapiens), P08912. CHO-hM5 cells, ACh EC80. inhibition, % at 3 µM. 360,000 tested, 0.59% active. AID 624040, 2012;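 active means inhibition above a per-plate cutoff, the mean of that plate's test compounds plus 3 SD, cut at about 27% in these data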;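 further: 0% = acetylcholine EC80 with DMSO and 100% = DMSO without agonist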
CHO-K1 Ca antag – nonselective inhibitor or artifact in parental CHO-K1 cells | AID 602250 | ATP-induced calcium, Fluo-8 fluorescence | 360,000 tested, 0.6% active | inhibition, % at 3 µM;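 active means inhibition above a per-plate cutoff, the plate's mean sample inhibition plus 3 SD, cut at about 24% in these data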;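 further: 0% = DMSO plus EC80 ATP and 100% = DMSO alone without ATP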
M4 PAM – human M4 muscarinic receptor positive allosteric modulators, primary screen, CHO-K1 cells, Fluo-8 calcium fluorescence | CHO-K1 hM4/Gqi5, ACh EC20; 0% = ACh EC20, 100% = maximal ACh | activation, % at 3 µM | 360,000 tested, 0.4% active | AID 624126, 2012;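 active means activation above its plate's cutoff, the mean activation of sample wells plus 3 SD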; further: some results filed as inactive read as strong as hits
An asterisk follows results filed as active. Compounds were not picked by outcome (roughly 2.7% active in at least one column).

SMILES	M5 ag	M1 ag parental	M4 ag	CHRM5 PAM	M1 PAM parental	M4 antag	CHRM5 antagonist	CHO-K1 Ca antag	M4 PAM
O=C(c1ccc(-n2cncn2)c([N+](=O)[O-])c1)N1CCN(S(=O)(=O)c2ccc(Br)cc2)CC1	-1	0.7	4	-2	-1	-7	6	1	4
CC1(C)CC(=O)C(=C2SCCCS2)C(=O)C1	-3	0.0	1	-2	8	7	4	2	-4
CC1=NN(C(N)=S)C(=O)C1N=Nc1ccc(Br)cc1 (configuration not stated)	1	0.1	0	3	-3	16	2	0	-6
CC1(C)CC(=O)C=C(NC2CC(C)(C)NC(C)(C)C2)C1	1	0.5	1	-2	4	0	9	-10	8
CSc1ccc(CCNC(=O)CN2C(=O)c3cccnc3Oc3ccc(C)cc32)cc1	0	7.8	15	-10	-3	33*	25	2	-7
CCOc1ccc(N(CC(=O)Nc2cccnc2)S(C)(=O)=O)cc1	-6	-0.1	1	-14	16	0	-3	-1	0
Cc1cccc(/N=C/c2c(O)cc(C)oc2=O)n1	-3	0.5	0	7	14	6	-2	-9	-6
CCCN1C2=C(C(=O)CC(C)(C)C2)C(c2ccc(F)cc2)C2=C1c1ccccc1C2=O (configuration not stated)	0	-0.4	-1	11	19	-4	-4	-16	30*
Cc1ccc(S(=O)(=O)/N=S(/C)c2ccccc2)cc1 (configuration not stated)	-3	1.2	0	2	11	4	5	-2	1
CCOc1ccc(/C=N/NC(=O)CN2CCCCC2)cc1OCC	-1	0.0	1	14	1	3	-4	-5	-2
O=C(CCN1C(=O)c2ccccc2S1(=O)=O)Nc1ccc2c(c1)OCCO2	4	4.5	14	-12	9	-12	10	-8	2
CCOc1ccccc1Nc1ccc(C(=O)O)cc1[N+](=O)[O-]	2	-0.1	0	9	-2	-6	8	-3	8
COc1ccc(NC(=O)c2ccc(C)cc2)c[n+]1[O-]	-3	2.7	0	2	18	-7	7	-17	7
COc1ccc(NC(=O)COC(=O)Cn2cnc3ccccc32)cc1	-2	2.4	1	-3	6	-6	12	-14	10
Cc1cc(NC(=O)c2cc(C)on2)n(-c2ccccc2)n1	0	0.1	0	2	11	10	-9	2	-5
Cc1ccc(S(=O)(=O)N/N=C/c2cc(Br)ccc2O)cc1	-5	1.6	0	4	4	11	4	-2	7
CCOC(=O)C1=CCC(c2cccc3ccccc23)N(S(=O)(=O)c2ccc(C)cc2)C1 (configuration not stated)	0	1.0	-1	-6	14	8	-2	5	-11
CC(C)c1nccn1CCC(=O)O	1	1.0	1	0	28	-1	-1	-28	7
Cn1nnnc1SCC(=O)Nc1ccc(Br)cc1Br	-3	-0.1	1	-8	-1	9	9	-12	0
O=S(=O)(Nc1ccc(-n2cccc2)cc1)c1ccc(Cl)cc1Cl	-8	0.2	-1	3	-12	-1	-4	-9	-4
CCOc1cc(S(=O)(=O)Nc2ncn[nH]2)ccc1Br	-3	-0.2	1	-1	-15	0	2	0	-3
CC1CC(C)(C)CC2(C1)NC(=O)N(CC(=O)OCc1ccc(Br)cc1)C2=O (configuration not stated)	-3	-0.2	0	2	-19	-11	12	-7	11
Cc1ccc(C(=O)N(CN2CCCC2=O)c2ccccc2)cc1C	-2	-0.6	-1	-1	-8	7	3	22	-3
O=C(COc1cccc(Br)c1)Nc1ccc(Cl)c(S(=O)(=O)N2CCOCC2)c1	2	10	19	-31	6	7	18	-14	-7
CN1OC[C@@H]2CN(Cc3ccccc3)[C@H](c3ccc(N4CCCCC4)cc3)C[C@@H]21	0	-0.1	0	3	-3	-2	-6	9	-8

Next part, overlapping the part above by 2 compounds.
SMILES	M5 ag	M1 ag parental	M4 ag	CHRM5 PAM	M1 PAM parental	M4 antag	CHRM5 antagonist	CHO-K1 Ca antag	M4 PAM
O=C(COc1cccc(Br)c1)Nc1ccc(Cl)c(S(=O)(=O)N2CCOCC2)c1	2	10	19	-31	6	7	18	-14	-7
CN1OC[C@@H]2CN(Cc3ccccc3)[C@H](c3ccc(N4CCCCC4)cc3)C[C@@H]21	0	-0.1	0	3	-3	-2	-6	9	-8
CCOP(=O)(OCC)C(NC(=O)Nc1ccccc1)C(N)=O (configuration not stated)	1	0.2	0	1	25	-1	5	0	8
COc1cccc(-n2c(SCC(=O)NCc3cccs3)nc3ccccc3c2=O)c1	-1	1.3	5	-2	4	-1	-3	8	-3
COc1ccc(S(=O)(=O)N2CCCCC2)cc1NC(=O)CCCOc1ccccc1	-2	0.1	1	-5	14	-2	10	-11	0
O=C(NNCc1ccc(O)cc1)c1ccccc1Cl	-1	0.3	0	2	8	-6	-5	-1	10
CCCCn1c(N)c(N(CCOC)C(=O)c2cc3c(s2)CCC(C)C3)c(=O)[nH]c1=O (configuration not stated)	-2	0.1	0	6	4	-11	2	7	14
Cc1nc(-c2ccc(S(=O)(=O)N3CCN(C(c4ccccc4)c4ccccc4)CC3)s2)cs1	-15	1.1	0	-3	25	0	5	-13	-3
Cc1cc(C)nc(NC(=O)c2cccs2)c1	3	1.4	0	3	10	12	10	-9	-4
COc1ccc(OC)c(NC(=O)CC2(CC(=O)O)CCCC2)c1	-3	0.2	-1	-3	-3	-2	4	-11	-7
CC(C)NC(=O)c1ccc(CS(=O)(=O)c2ccc(Br)cc2)o1	3	0.8	1	-4	21	1	-2	-12	1
COc1cccc(C(=O)Nc2ccc(C(=O)c3ccncc3)cc2)c1	3	14	20	-8	-11	3	7	-6	-9
O=C(CNC(=O)C1CCCCC1)Nc1cc(Cl)cc(Cl)c1	1	0.2	2	1	-4	-1	-8	-7	5
COc1ccccc1NC(=O)C(C)OC(=O)CN1C(=O)C2CC=CCC2C1=O (configuration not stated)	1	0.1	1	5	13	-13	2	-11	15
O=C(O)C1CCCCC1C(=O)Nc1ccccn1 (configuration not stated)	-6	0.3	0	8	12	-2	1	-9	-1
O=C(N=C1SC2CS(=O)(=O)CC2N1c1ccc(F)cc1F)C1CC1 (configuration not stated)	-5	0.8	1	6	31	-13	-9	-12	3
COCCN1Cc2cccc(C(=O)NCc3cccs3)c2C1=O	-5	0.1	1	-5	1	-12	-7	-6	2
C=CCc1cccc(/C=N/NC(=O)CNc2cccc3ccccc23)c1O	-2	0.3	2	-7	-2	4	-4	-2	-5
COc1ccc(/C=C(/NC(=O)c2ccc([N+](=O)[O-])cc2)C(=O)NCCCN(C)C)cc1	-3	0.7	1	5	11	-1	2	-16	-5
O=C(Nc1ccc(Cl)cc1C(=O)NCc1cccnc1)c1ccco1	1	1.2	2	1	14	7	2	-15	2
CCC(C(=O)O)n1cnc2scc(-c3ccc(C)c(C)c3)c2c1=O (configuration not stated)	-6	-0.4	-1	-5	-28	-7	-7	-3	0
CC(=O)Nc1ccc(-c2csc(NC=C3C(=O)OC(C)(C)OC3=O)n2)cc1	0	-0.1	0	-2	10	6	6	-3	-2
Cc1ccc(Nc2ncccc2C(=O)NCc2cccs2)c(C)c1	2	1.2	4	-4	-7	8	6	-2	1
Cc1onc(-c2ccccc2)c1C(=O)N1CCN(c2ccccn2)CC1	-5	1.2	1	-2	1	1	-3	-5	-3
COc1cc(-c2noc(C)c2/C=C/c2ccc(C(=O)O)cc2)cc(OC)c1OC	-1	-0.3	2	6	-14	6	15	-2	-1
O=S(=O)(c1ccc(Cl)cc1)N1CCCC1c1nc(-c2ccc(Cl)cc2)no1 (configuration not stated)	-6	0.9	0	-3	11	-3	-4	-2	-4
Cc1ccccc1-c1nnc(-c2cccc3ccccc23)o1	4	0.1	-1	-1	3	11	-6	-1	1
Additional structures:
SMILES	M5 ag	M1 ag parental	M4 ag	CHRM5 PAM	M1 PAM parental	M4 antag	CHRM5 antagonist	CHO-K1 Ca antag	M4 PAM
COc1ccc(NS(=O)(=O)c2cccc(-c3nnc4n3CCCCC4)c2)cc1	0	-0.1	0	2	-9	7	-6	1	8
CN(CCO)CC(O)Cn1cnc2c1c(=O)n(C)c(=O)n2C (configuration not stated) (tested in a mixture with another compound)	1	0.0	2	0	16	-8	-4	-7	0
CCN(CC)C(=O)[C@H]1C[C@H](CC(=O)NC(C)(C)C)C(=O)N2CCc3c([nH]c4ccc(Cl)cc34)[C@]12C	2	0.3	0	2	19	-1	0	2	-1
CCOc1ccc(S(=O)(=O)N2CCC(C(=O)NC3CC3)CC2)cc1C	-3	0.2	3	0	-13	-8	5	-9	1
CC(C)CNC1CCS(=O)(=O)C1 (configuration not stated)	0	1.1	1	5	8	-2	-2	-19	11
Cc1cccnc1Nc1ncnc(N)c1[N+](=O)[O-]	-2	1.0	2	3	7	-5	-2	-3	2
COc1ccc(/C=N/n2cnc3c(sc(=S)n3-c3ccccc3)c2=O)cc1	-3	0.6	2	-4	6	-3	-1	-11	7

Compound profiles, from the list above. Order of screens: M5 ag	M1 ag parental	M4 ag	CHRM5 PAM	M1 PAM parental	M4 antag	CHRM5 antagonist	CHO-K1 Ca antag	M4 PAM
CCOc1ccc(S(=O)(=O)N2CCC(C(=O)NC3CC3)CC2)cc1C across the screens: -3	0.2	3	0	-13	-8	5	-9	1
CC(C)CNC1CCS(=O)(=O)C1 (configuration not stated) across the screens: 0	1.1	1	5	8	-2	-2	-19	11
COc1ccc(NS(=O)(=O)c2cccc(-c3nnc4n3CCCCC4)c2)cc1 across the screens: 0	-0.1	0	2	-9	7	-6	1	8
CCN(CC)C(=O)[C@H]1C[C@H](CC(=O)NC(C)(C)C)C(=O)N2CCc3c([nH]c4ccc(Cl)cc34)[C@]12C across the screens: 2	0.3	0	2	19	-1	0	2	-1
COc1ccc(/C=N/n2cnc3c(sc(=S)n3-c3ccccc3)c2=O)cc1 across the screens: -3	0.6	2	-4	6	-3	-1	-11	7
